Peg3 imprint: genomic imprint erasure induction; mouse ES Peg3-LacZ reporter, beta-gal luminescence, 40 h; Potency, µM (doses to about 60.7 µM), inactives show at the top dose activity change, positive = activation, actives largely listed as activators; 0.02% of 110,000 active;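 note: 0% = negative control wells on the plate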
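Each well holds 300 Peg3LacZ-Neo (maternal) female ES cells incubated 40 h at 37C, 5% CO2. LacZ is measured by BetaGlo luminescence, with AC50 and maximum efficacy derived from dose-response curves.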
IkB signaling: IkB pathway inhibition in ABC-DLBCL cells; Potency, µM (top dose mostly 57.1 µM), without a hit: at the highest dose IkBa stabilization activation; AID 445; ABC-DLBCL IkBa-CBG/CBR dual luciferase ratio, 4 h; response scale: scaled: untreated 0%, proteasome inhibitor 100%; 0.04% of 110,000 active; active = well fitted curve in the direction sought with a large enough effect in the signal ratio, not every such curve was filed as active; inconclusive = small, poorly fitted or top-dose-only effect, or a change in a side signal; the % refers to the signal ratio;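 note: the direction sought is a rising ratio; 0% = basal untreated cells and 100% = reference inhibitor full response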
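Curves were fitted separately to fusion (green), unfused (red) and ratio luminescence, then classed by r2, magnitude and activity. Cells: OCI-Ly3, 4 h compound plus doxycycline at 37C; 10 uM MG-132 defined full response.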
p53ts 39C kill: cytotoxicity in p53ts cells at nonpermissive temperature. H1299-p53A138V viability at 39C, ATP luminescence, 24 h. Potency, µM (highest dose often 46.1 µM), without a hit: at the highest dose activity change, negative = cell killing, usual class: cytotoxic. 1.5% of 130,000 active. AID 902; note: nearly all actives have a fitted effect of over 55% in size
p53ts 32C kill: kills p53ts cells at the permissive temperature; H1299-p53A138V at 32C, ATP luminescence viability, 24 h; Potency, µM (top dose mostly 46.1 µM), for the others: at the top dose activity change, negative = cytotoxicity, actives largely listed as cytotoxic; 0.93% of 130,000 active; AID 924;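 note: 0% = DMSO and -100% = full killing by reference compound; nearly all actives have a fitted effect of over 55% in size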
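ATP-content luminescence (ATPlite) read-out after 24 h compound exposure at 32C in H1299-p53A138V cells (600/well). Tested up to 46 uM. Normalized to DMSO (0%) and 100 uM tamoxifen (100% killing); Hill-fit AC50.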
Starred values were filed as active, the others as inactive; ? = inconclusive; . = not tested or not shown; & = joins results of further samples; [ ] = remark or other dose. Unless noted, calls come from the whole dose curve; as a rule, active = well fitted curve in the direction sought with a large enough effect; inconclusive = small, poorly fitted or top-dose-only effect, or another doubt; inactive = no such curve, though single readings can be large; an effect the other way counts as inactive or inconclusive. Unless noted, % is set by controls: 0 for no effect and ±100 for the full control effect; potency is the fitted concentration of half-maximal effect. Random draw from the library. About 1.7% of those tested had a hit in this group.

SMILES	Peg3 imprint	IkB signaling	p53ts 39C kill	p53ts 32C kill
CCc1c(C)c2ccc(OCC(N)=O)cc2oc1=O	-2%	0.9%	-8%	-5%
CCOc1ccc(N(C(C)C(=O)Nc2ccc(OC)cc2)S(C)(=O)=O)cc1 (stereo not drawn)	-5%	2.3%	6%	2%
COC(=O)c1c(C)[nH]c(C)c1-c1ccccc1Cl	-10%	2.3%	11%	6%
Cc1ccc(S(=O)(=O)N2CCCc3cc(NC(=O)c4cccc(Cl)c4)ccc32)cc1	-7%[10.9 µM]	-0.3%	-19%	0%
CCOC(=O)C1=C(CN(C)Cc2ccccc2)NC(=O)NC1c1ccc(OC(C)C)cc1 (stereo not drawn)	-8%[10.9 µM]	?	0%	1%
CCCn1c(SCC(=O)Nc2c(CC)cccc2CC)nnc1C(C)C	-11%	0.0%	4%	11%
CCCCc1ccc(Nc2nc(CCC)cc(=O)[nH]2)cc1	-24%	0.5%	?	?
Cc1c(C(=O)Nc2ccccc2N2CCOCC2)sc2nc3n(c(=O)c12)CCC3	5%	1.1%	2%	2%
COc1ccc(-c2nc(N3CCCC3)[nH]c(=O)c2C#N)cc1	-2%	-0.6%	-5%	2%
Cc1ccc2c(CNC3CCCCC3)c(C(=O)O)n(Cc3ccc(F)cc3)c2c1	-11%[10.9 µM]	?	4%	-5%
COc1ccc2nc3oc(C(=O)N4CCN(c5cccc(Cl)c5)CC4)cc3cc2c1	-9%	-1.8%	-10%	-2%
Cc1ccc(S(=O)(=O)N(CCO)Cc2cc3ccc(C)c(C)c3[nH]c2=O)cc1	-5%	0.6%	-9%	-6%
COc1cc2c(cc1OC)Cc1cc(OC)c(OC)cc1Cc1cc(OC)c(OC)cc1C2	-21%	.	-10%	-7%
Nc1nonc1-c1noc(CCCN2C(=O)c3ccccc3C2=O)n1	0%	-5.3%	-4%	-3%
COc1ccc(Br)cc1C1SCCN1S(C)(=O)=O (stereo not drawn)	-8%	-1.7%	4%	12%
c1ccc(/C(=N/Nc2nc3ccccc3s2)c2ccccn2)cc1	-29%[10.9 µM]	?	-26%[9.22 µM]	-2%[9.22 µM]
CCOn1c(=O)c(-c2cc3ccccc3o2)[n+]([O-])c2ccccc21	-12%	3.2%	-4%	-11%
Cc1nc(N2CCN(Cc3ccc4c(c3)OCO4)CC2)nc2c1C(=O)CC(c1ccco1)C2 (stereo not drawn)	-4%	3.8%	7%	2%
CC(C)Sc1nc2c(c(=O)n1C)SC(C)C2 (stereo not drawn)	14%	-3.8%	16%	4%
CCN1C(=O)c2ccccc2S(=O)c2ccc(C(=O)N3CCCC3)cc21 (stereo not drawn)	-10%	-2.0%	-4%	7%
NCCNc1cccc2ccccc12	-13%	2.2%	-7%	-12%[1.84 µM]
COc1cc(C)c(C(C)C)cc1S(=O)(=O)N1CCOCC1	-8%	-1.3%	4%	3%
COCCCNC(=O)CCCn1c(=O)c2ccccc2n(CC(=O)Nc2c(C)cccc2C)c1=O	-12%	-0.2%	-9%	8%
COc1ccc(S(=O)(=O)Cc2ccc(C(=O)N3CCOCC3)o2)cc1	-8%	-1.5%	7%	5%
COc1ccccc1N1C(=O)C2CC(C)=C(C)CC2C1=O (stereo not drawn)	-5%	1.1%	-10%	2%
(next part)
SMILES	Peg3 imprint	IkB signaling	p53ts 39C kill	p53ts 32C kill
Cn1c(-n2c(CCCN3C(=O)c4ccccc4C3=O)nc3ccccc3c2=O)nc2ccccc21	-5%	-1.3%	-6%	-11%
CC(=O)NC1(c2cccc(F)c2)CCN(CC(=O)NC2CCCCC2)CC1	-3%	1.0%	-6%	6%
COc1cccc(C(=O)Nc2nc(-c3nnn(-c4cccc(Cl)c4C)c3C)ns2)c1	-4%[10.9 µM]	?	-4%	12%
CCOc1ccccc1NC(=O)C1CCCN1C(=O)OCc1ccccc1 (stereo not drawn)	-2%	1.5%	14%	-4%
Cc1cc(NC(=O)C2CC=CCC2C(=O)O)no1 (stereo not drawn)	-7%	0.5%	-1%	9%
COc1ccc(-c2nc(C)sc2CC(=O)O)cc1	-11%	-0.1%	17%	-4%
CC(=O)Nc1ccc(S(=O)(=O)N2CCN(c3ccc([N+](=O)[O-])c(NCCN4CCOCC4)c3)CC2)cc1	.	.	-6%	15%
CC12CCC(C(=O)NCc3ccc4c(c3)OCO4)(CC1=O)C2(C)C (stereo not drawn)	9%	0.4%	13%	2%
CCOC(=O)C1=C(C)NC(SCc2cc(=O)[nH][nH]2)=C(C#N)C1c1cccs1 (stereo not drawn)	-3%	?	14%	17%
CC(C)(C)C1CCc2onc(C(=O)Nc3sc4c(c3C(N)=O)CCCC4)c2C1 (stereo not drawn)	-8%[10.9 µM]	13%	7%	6%
O=C(Cc1cccs1)Nc1nnc(SCc2ccc(F)cc2)s1	.	.	2%	3%
CCOC(=O)C1=C(Nc2ccccc2)OCC1=O	5%	-0.2%	9%	2%
Cc1nn(CC(=O)N2CCC(C)CC2)c(=O)c2cc3sccc3n12	12%[10.9 µM]	0.0%	17%	11%
Cc1ccc(-n2nc3ccc(NC(=O)c4cc5ccccc5o4)cc3n2)cc1	15%[10.9 µM]	-1.0%	15%	-1%
COc1ccc(N2CC(NC(=O)/C=C\c3ccc4c(c3)OCO4)CC2=O)cc1 (stereo not drawn)	-5%[10.9 µM]	0.1%	-11%	-1%
Cc1ccc(COC(=O)c2ccc(-c3nnn(Cc4ccc(C)cc4)n3)cc2)cc1	6%[10.9 µM]	-0.7%	8%	0%
O=C(Nc1ccc(F)c(Cl)c1)C1CCN(S(=O)(=O)c2ccc3[nH]c(=O)ccc3c2)CC1	3%[10.9 µM]	8.8%	-25%	4%
COc1ccccc1C(=O)Nc1cccc(C(=O)OCc2cc(=O)n3nc(C4CC4)sc3n2)c1	-21%[10.9 µM]	?	-27%	-6%
OCCN1CCN(C2Cc3cc(Cl)ccc3Sc3ccc(Cl)cc32)CC1 (stereo not drawn) (tested in a mixture with another compound)	.	.	-3%	1%
CCCN1CNC(=S)N(c2cc(C)ccc2C)C1	.	.	4%	-1%
Cc1cc(C)cc(C(=O)Nc2nnc3n2CCS3)c1	-6%[10.9 µM]	-0.3%	-23%	0%
Cc1cccc(N(C)S(=O)(=O)c2ccc3[nH]c(=O)c(=O)[nH]c3c2)c1	-5%	-1.3%	-9%	3%
COc1cc(NS(=O)(=O)c2ccc(NC(=O)C34CC5CC(CC(C5)C3)C4)cc2)ncn1	-9%	-0.7%	-1%	0%
CCOC(=O)CSc1nc2sc3c(c2c(=O)n1-c1ccc(OC)cc1)CC(C(C)C)OC3 (stereo not drawn)	-10%[10.9 µM]	3.8%	-10%	2%
Cc1ccc(CNC(=O)c2cnn3c(C)c(Cc4c(F)cccc4Cl)c(C)nc23)cc1	3%[10.9 µM]	?	?	2%
Continued.
SMILES	Peg3 imprint	IkB signaling	p53ts 39C kill	p53ts 32C kill
COc1ccc(OC)c(NC(=O)c2cnn(-c3ccc(C)cc3)c2C2CCNCC2)c1	-10%[10.9 µM]	3.3%	-1%	5%
CCCCCSc1nnc2c(n1)[nH]c1c(C)cccc12	-21%[10.9 µM]	1.8%	-30%	?
COc1ccc(CCC(=O)NC2CC(=O)N(c3ccc(C)c(C)c3)C2)cc1 (stereo not drawn)	-9%[10.9 µM]	-0.4%	18%	-6%
CC(C)CCSc1nc2c(c(=O)[nH]c(=O)n2C)n1CCc1ccccc1	6%	-0.9%	13%	3%
CC(C)OCCCNC(=O)CN1C(=O)COc2ccc(S(=O)(=O)N3CCCCCC3)cc21	-14%[10.9 µM]	0.9%	-20%	8%
Brc1cccc(-c2nnn3c2nc(NC2CCCCC2)c2ccccc23)c1	-8%[10.9 µM]	?	14%	-5%
CCOc1ccc(C(=O)c2ccc(O)c(O)c2O)cc1	9%	.	14%	2%
Clc1ccccc1CNCC1CCC(CNCc2ccccc2Cl)CC1 (stereo not drawn)	-29%	?	?	8%
O=C(CCCN1C(=O)c2ccccc2C1=O)Oc1ccc(F)cc1	14%	-3.8%	-9%	5%
O=C(NCN1CCc2ccccc2C1)c1ccccc1	-10%	0.3%	13%	2%
CCOC(=O)c1cccc(NC(=O)CSc2nnc(COc3ccc(Cl)cc3)o2)c1	-4%	-0.5%	-12%	-9%
Cc1ccc(-c2nnc3n2N=C(c2ccc(Br)cc2)CS3)cc1	-9%	-4.0%	-20%	-9%
O=C(Nc1cc2c(cc1Cl)OCCO2)c1ccco1	.	.	-20%	-26%
CC(=O)NC1CCN(C(=O)N2CCCC2)CC1	1%	0.8%	-1%	-1%
COc1ccc(CN2CCCC(C(=O)N3CCCC3)C2)cc1 (stereo not drawn)	-9%	3.5%	6%	2%
CCN(C(=O)Cn1c(SCC(=O)Nc2ccc(OC)cc2)nc2ccccc21)c1cccc(C)c1	9%[10.9 µM]	?	3%	15%
O=S(=O)(c1ccc(F)cc1)N(CCO)CC(O)Cn1c2ccccc2c2ccccc21 (stereo not drawn)	-3%	?	-6%	9%
COc1ccc(OC)c(C2C(C(=O)Nc3ccccc3OC)=C(C)Nc3c(C(=O)Nc4ccc(F)cc4)cnn32)c1 (stereo not drawn)	-7%[10.9 µM]	?	-23%	17%
O=C(CCSc1ccc(Cl)cc1)N1CCOCC1	.	.	6%	3%
CCNC(=S)NNC(=O)c1cccnc1	.	.	-8%	-3%
Cc1sc2ncn(CC(=O)Nc3ccc(C(F)(F)F)cc3)c(=O)c2c1S(=O)(=O)N1CCN(C)CC1	-5%[10.9 µM]	-0.5%	-3%	-7%
Cc1cc(C(F)(F)F)n2ncc(-c3ccccc3)c2n1	0%	-1.9%	9%	-6%
Cc1cc(NC(=O)C2COc3ccccc3O2)no1 (stereo not drawn)	-31%[inhibitor]	4.2%	-2%	-6%
CCCCS(=O)CC(O)CSc1nc(-c2ccc(OC)cc2)cc(-c2ccccc2)c1C#N (stereo not drawn)	-6%[10.9 µM]	-2.7%	5%	7%
CCOc1ccc(N(C(=O)CC(C)C)S(=O)(=O)c2ccc3c(c2)oc(=O)n3C)cc1	-17%[10.9 µM]	?	-9%	42%[activator]
CN1CCN(c2ncccc2S(=O)(=O)N2CCCCC2)CC1	.	.	12%	6%
O=C(NCCCN1CCN(c2cccc(Cl)c2)CC1)c1nnc(Cc2ccc(F)cc2Cl)o1	-9%[10.9 µM]	?	?	-15%
CN1C2CCC1CC(OC(=O)c1c[nH]c3ccccc13)C2 (stereo not drawn)	-24%&9%	0.2%	-12%	2%
NS(=O)(=O)c1cc2c(cc1Cl)NCNS2(=O)=O	?	-1.9%	9%	8%
CCc1ccccc1NC(=O)C(=O)NCCCN1CCOCC1	-6%[10.9 µM]	2.8%	15%	3%

4 entries from above, with two lines to a compound:
Results follow in this order: Peg3 imprint | IkB signaling | p53ts 39C kill | p53ts 32C kill
- CCN1C(=O)c2ccccc2S(=O)c2ccc(C(=O)N3CCCC3)cc21 (stereo not drawn)
→ -10% | -2.0% | -4% | 7%
- NCCNc1cccc2ccccc12
→ -13% | 2.2% | -7% | -12%[1.84 µM]
- COc1cc(C)c(C(C)C)cc1S(=O)(=O)N1CCOCC1
→ -8% | -1.3% | 4% | 3%
- COCCCNC(=O)CCCn1c(=O)c2ccccc2n(CC(=O)Nc2c(C)cccc2C)c1=O
→ -12% | -0.2% | -9% | 8%

Seven records drawn at random from those above, as already listed:
SMILES	Peg3 imprint	IkB signaling	p53ts 39C kill	p53ts 32C kill
COc1cc(C)c(C(C)C)cc1S(=O)(=O)N1CCOCC1	-8%	-1.3%	4%	3%
Cc1cc(NC(=O)C2COc3ccccc3O2)no1 (stereo not drawn)	-31%[inhibitor]	4.2%	-2%	-6%
Cc1sc2ncn(CC(=O)Nc3ccc(C(F)(F)F)cc3)c(=O)c2c1S(=O)(=O)N1CCN(C)CC1	-5%[10.9 µM]	-0.5%	-3%	-7%
O=C(CCSc1ccc(Cl)cc1)N1CCOCC1	.	.	6%	3%
O=C(CCCN1C(=O)c2ccccc2C1=O)Oc1ccc(F)cc1	14%	-3.8%	-9%	5%
CCOc1ccc(N(C(C)C(=O)Nc2ccc(OC)cc2)S(C)(=O)=O)cc1 (stereo not drawn)	-5%	2.3%	6%	2%
Cc1ccc(-c2nnc3n2N=C(c2ccc(Br)cc2)CS3)cc1	-9%	-4.0%	-20%	-9%

High-throughput results from PubChem BioAssay.
